GLP-1R agonist: GLP-1 receptor (human) agonism; P43220; HEK293 GLP-1R CRE-luciferase, luminescence, 4-6 h; cells express a hypersensitive GLP-1R form; Potency, µM (titrated, usually from 45.6 µM), for the others: at the highest dose activation, most hits filed as activators; hit rate 0.007% among 380,000; note: % of control where 0% means no effect
Target sequence (P43220 whole entry, looked up): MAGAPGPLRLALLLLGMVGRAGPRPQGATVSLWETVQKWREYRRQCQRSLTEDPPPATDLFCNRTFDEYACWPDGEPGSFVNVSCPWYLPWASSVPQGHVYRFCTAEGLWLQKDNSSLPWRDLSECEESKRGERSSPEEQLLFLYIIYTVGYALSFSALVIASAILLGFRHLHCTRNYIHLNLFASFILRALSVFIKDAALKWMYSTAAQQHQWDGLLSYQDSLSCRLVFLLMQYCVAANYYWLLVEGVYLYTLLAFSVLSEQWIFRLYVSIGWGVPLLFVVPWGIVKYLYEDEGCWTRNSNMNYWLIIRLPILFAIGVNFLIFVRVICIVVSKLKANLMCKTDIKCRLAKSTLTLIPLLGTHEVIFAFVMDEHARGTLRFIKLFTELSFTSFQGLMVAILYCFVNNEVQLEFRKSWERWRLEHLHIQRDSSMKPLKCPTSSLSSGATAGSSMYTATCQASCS
HT1080NT lethal: kills 2HG-producing HT-1080-NT fibrosarcoma cells | HT-1080-NT fibrosarcoma viability, CellTiter-Glo ATP luminescence, 48 h | Potency, µM (doses to about 46.1 µM), for inactives: at the top dose activity, negative = less viability, usual class: cytotoxic | hit rate 1.6% among 360,000 | AID 686970;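 note: NT is the 2HG producing partner of a matched IDH1 knockdown line; 0% = DMSO-treated cells and -100% = media-only wells without cells; nearly all actives have a fitted effect of over 55% in size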
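Toxicity toward the 2HG-producing NT line was scored as %Activity, normalised to DMSO and no-cell wells, from CellTiter-Glo luminescence after 48 hours' treatment.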
SW480 rereplic: inducers of DNA re-replication in SW480 colon cancer cells; SW480 DNA re-replication, Hoechst DNA content imaging, 48 h; Potency, µM (doses to about 46.1 µM), without a hit: top-dose re-replication activation, usual class: activators; hit rate 1.8% among 340,000; AID 624297; note: % of control where 0% means no effect; nearly all actives have a fitted effect of over 55% in size
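Per well, 250 cells were exposed to pinned compound for 48 hr. Nuclear DNA was visualised with Hoechst (40 min, 37 C) and total object intensity recorded by fluorescence scanning.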
GLP1R cytotox: cytotoxicity in counter-screen for GLP-1R inverse agonists; HEK293 cAMP-luciferase reporter cells, luminescence, 24 h; Potency, µM (doses to about 38.3 µM), for inactives: at the highest dose activity change, negative = inhibition, hits mostly inhibitors; hit rate 0.13% among 410,000; AID 624418;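 note: loss of luciferase light is scored as toxicity; % is set by controls: 0 for no effect and ±100 for the full control effect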
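1536-well qHTS counterscreen of the MLSMR; 200 cells/uL, 12 h pre-incubation, 23 nL cpd, 24 h at 37 deg C 5% CO2, luciferase detection reagent, 12 min RT, luminescence. Inhibition = undesired.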
TDP43 rescue: TDP-43 toxicity inhibition in yeast. hit rate 1.8% among 410,000. Potency, µM (series often up to 46.1 µM), for the others: at the highest dose growth rescue (activation), most hits filed as activators. TDP-43 expressing yeast growth rescue, BacTiter-Glo, 24 h; note: % of control where 0% means no effect; nearly all actives have a fitted effect of over 50% in size
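In this qHTS, compounds that restore growth of yeast expressing TDP-43 appear as activators. Cells (OD600=0.02, galactose medium, raffinose-pregrown) are incubated with compound 24 hr at 30 deg C and growth is quantified by BacTiter-Glo.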
KB-3-1 cytotox: KB-3-1 parental cell cytotoxicity; KB-3-1 viability, CellTiter-Glo ATP luminescence, 72 h; Potency, µM (doses to about 46.1 µM), inactives show top-dose activity change, negative = cytotoxic, usual class: cytotoxic; hit rate 1.4% among 400,000; AID 1347075; note: % is set by controls: 0 for no effect and ±100 for the full control effect; nearly all actives have a fitted effect of over 60% in size
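Cytotoxicity in the drug-sensitive parental line KB-3-1 was scored as loss of CellTiter-Glo luminescence following 72 h incubation with compound. Values come from curve fitting of normalized concentration-response data.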
GLP-1R inv ag: inverse agonists of human GLP-1 receptor. P43220. HEK293 GLP-1R CRE-luciferase, luminescence, 24 h; GLP-1R form is constitutively active. Potency, µM (highest dose often 38.3 µM), for inactives: at the top dose activity change, negative = inhibition, usual class: inhibitors. hit rate 1.6% among 410,000. AID 624417; note: % is set by controls: 0 for no effect and ±100 for the full control effect; nearly all actives have a fitted effect of over 55% in size
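Inverse agonists were sought by their lowering of basal cAMP reporter luciferase output in HEK293 cells stably carrying constitutively active human GLP-1R, after 24 h compound treatment.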
HT1080 IDH1KD tx: toxicity to HT-1080 IDH1 knockdown cells (counter line). HT-1080 IDH1 knockdown viability, ATP luminescence, 48 h. Potency, µM (top dose mostly 46.1 µM), without a hit: at the highest dose activity, negative = toxicity, usual class: cytotoxic. hit rate 2% among 360,000;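 note: 0% = DMSO wells and -100% = cell-free medium wells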
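Viability of IDH1-knockdown HT-1080 fibrosarcoma cells was assessed by CellTiter-Glo after 48 h at 37 °C with titrated compound; concentration-effect curves were classified by fit quality and response size.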
KB-V1 cytotox: kills drug-selected multidrug resistant KB-V1 cells | AID 1347076 | Potency, µM (doses to about 46.1 µM), without a hit: at the top dose activity change, negative = cytotoxicity, most hits filed as cytotoxic | KB-V1 MDR cells viability, CellTiter-Glo, 72 h | hit rate 3.4% among 400,000; note: % is set by controls: 0 for no effect and ±100 for the full control effect; nearly all actives have a fitted effect of over 60% in size
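In this primary screen, KB-V1 cells overexpressing P-gp are incubated with library compounds (lowest to highest concentration) for 72 h at 37 degrees C before a luminescent ATP viability read.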
* = called active by the depositor; ? = inconclusive; . = not tested or not shown; & = joins results of further samples; ! = a repeat was not active; [ ] = remark or other dose. Calls come from the whole dose curve; as a rule, active = well fitted curve in the direction sought with a large enough effect; inconclusive = small, poorly fitted or top-dose-only effect, or another doubt; inactive = no such curve, though single readings can be large; an effect the other way counts as inactive or inconclusive. Potency is the fitted concentration of half-maximal effect.

The line under a structure holds: KB-V1 cytotox, HT1080 IDH1KD tx, HT1080NT lethal, TDP43 rescue, GLP1R cytotox, SW480 rereplic, KB-3-1 cytotox, GLP-1R inv ag, GLP-1R agonist
- Cc1cc(C)c(Nc2n[nH]c(=S)s2)cc1C
→ 4%, 4%, 0%, ?, 4%, ., -7%, 4%, 1%
- CC(C)(C)c1ccc(C2=CC(c3ccccc3F)n3ncnc3N2)cc1 (centres undefined)
→ -11%, 0%, -2%, -3%, 321%[activator], -6%, ?, -17%, -1%
- CC(C)CC(NC(=O)/C(=C/c1ccco1)NC(=O)c1ccc(Br)o1)C(=O)O (centres undefined)
→ 19%, 23%, 4%, 6%, 1%, -1%, 3%, 18%, -5%
- O=S(=O)(NCCc1nnc2ccc(SCc3cccnc3)nn12)c1ccccc1
→ 7%, 1%, 1%, -7%, -6%, -51%[inhibitor], 1%, 17%, 3%
- Cc1ncc([N+](=O)[O-])n1CCOC(=O)NC(NCc1ccccc1)C(Cl)(Cl)Cl (centres undefined)
→ 0%, 0%, 1%, -5%, -15%, 3%, -2%, ?, -12%
- COc1ccc(CNC(=O)c2nn(-c3ccccc3)cc2OC)cc1
→ -24%, -2%, 1%, -14%, ?, -2%, -1%, -12%, 17%
- Cc1sc2nc(SCC(=O)NCc3ccco3)n(Cc3ccccc3)c(=O)c2c1C
→ 0%, -17%, -8%, 6%, ?, 1%, -4%, ?, -2%
- CCOc1ccc(S(=O)(=O)N2CCCC2)c2ccccc12
→ -6%, -20%, -13%, 14%, 0%, ., -21%, ?, 20%
- CN(Cc1ccn[nH]1)C(=O)C1CCC(=O)N(Cc2cccc(C(F)(F)F)c2)C1 (centres undefined)
→ ?, 8%, 5%, 7%, -9%, -3%, 0%, 16%, -2%
- O=C1CC(c2nnc(Cc3ccc(F)cc3)o2)CN1c1ccccc1 (centres undefined)
→ -12%, ., ., 15%, 0%, ., -5%, 13%, .
- Cn1cc(-c2nnc(-c3ccccc3)o2)c2ccccc21
→ -5%, -10%, -11%, ?, -23%, -4%, 0%, -1%, -6%
- COC(=O)c1cc(C(=O)Nc2cc(C)on2)cc([N+](=O)[O-])c1
→ 24%, 10%, 1%, 2%, 5%, -6%, ?, 11%, -3%
- C=CCOc1c(Cl)cc(C(=S)N2CCCC2)cc1OCC
→ 9.2µM*, 9.2µM*, ?, ?, -26%, ?, 6.5µM*, ?, 1%
- COc1cccc(/C=C/C(=O)Nc2cc(S(=O)(=O)N3CCOCC3)ccc2OC)c1
→ -5%, 14%, 0%, -2%, 5%, -2%, -8%, 1%, 10%
- CC1CCCN(C(=O)c2ccc3c(=O)n(Cc4ccc5c(c4)OCO5)c(=S)[nH]c3c2)C1 (centres undefined)
→ ?, -23%, ?, 11%, 3%, 15%, 0%, 1%, -14%
- N#CCN1C(=S)N=C(Nc2cccc(Cl)c2)C12CCCCC2
→ ?, -11%, -12%, -1%, 76%[activator], 5%, -1%, -14%, 1%
- Cc1cccc(NC(=O)Cn2c(=O)oc3cc(S(=O)(=O)NCc4ccccc4)ccc32)c1
→ 14%, ., ., 0%, 7%, ., -2%, -19%, .
- CC(=O)N1CCc2cc(S(=O)(=O)NC(Cc3ccccc3)C(=O)NC3CCCCCC3)ccc21 (centres undefined)
→ 2%, -4%, 4%, -3%, 5%, 0%, -3%, 21%, -3%
- Cc1ccc(CNC(=O)c2cc(-c3ccc(C)c(C)c3)nc3ccccc23)cc1
→ 0%, ., ., 18%, 10%, ., 3%, 3%, .
- CC(=O)OC(C(=O)NC1CCCCC1)c1ccc(Cl)cc1 (centres undefined)
→ 8%, 14%, 13%, -8%, -2%, -5%, -1%, 4%, 11%

Next section.
The line under a structure holds: KB-V1 cytotox, HT1080 IDH1KD tx, HT1080NT lethal, TDP43 rescue, GLP1R cytotox, SW480 rereplic, KB-3-1 cytotox, GLP-1R inv ag, GLP-1R agonist
- O=C(CSc1nnc(-c2cnccn2)n1Cc1ccco1)c1ccc(Cl)cc1
→ -27%, -10%, -6%, 12%, -4%, ?, 11%, 7%, -3%
- O=C(Nc1cc(S(=O)(=O)N2CCOCC2)ccc1N1CCOCC1)c1ccc([N+](=O)[O-])s1
→ ?, 5%, -13%[9.24 µM], 4%, -9%, ?, ?, 12%, -5%
- COc1ccccc1Cc1c(-c2cccc(Cl)c2)nc2ccc(Cl)cn12
→ 5%, ?, ?, ?, -27%, ., -7%, ?, 10%
- CC(Oc1ccc(Cl)cc1Cl)C(=O)NC(=S)N1CCc2ccccc21 (centres undefined)
→ ?, ?, -22%, ?, ?, 2%, ?, 10µM*, -12%
- CN1CCc2c(sc(NC(=O)c3ccc(C(=O)c4ccccc4)cc3)c2C(N)=O)C1
→ 0%, -20%, -24%, 13%, 4%, -8%, -10%, 15%, 3%
- CCOC(=O)c1sc(=NC(=O)c2ccc(S(=O)(=O)N3CC(C)OC(C)C3)cc2)n(C)c1C (centres undefined)
→ 6%, 7%, 10%, -16%, 5%, -4%, 2%, 0%, 24%
- COc1ccc(CCNC(=O)CSc2nnnn2C)cc1OC
→ -7%, 0%, 1%, 5%, 4%, 2%, -5%, 3%, -4%
- N#Cc1c(N)[nH]c(=S)c(C#N)c1-c1ccccc1
→ -10%, ?, ?, 24%, -4%, ?, 23%, 0%, 3%
- Cc1nc2ccccc2nc1SCC(=O)N1CCC(C)CC1
→ ?, ?, -7%, 19%, 4%, 0%, -10%, -2%, 13%
- CNC(=O)CSc1nnc(-c2ccccn2)n1Cc1ccco1
→ -11%, 1%, 2%, 1%, 1%, 1%, 8%, 1%, -1%
- COc1cc2nc(N(CCN(C)C)C(=O)c3ccc4ccccc4c3)sc2cc1OC
→ 23%, 1%, 14%, -21%, -8%, -7%, 0%, -24%, -5%
- COc1cccc(NC(=S)N2CCCC2)c1
→ ?, 21%, 17%, 4%, -9%, -6%, 5%, 24%, -2%
- COc1ccc(-n2c3c(cc(C(=O)NC4CCSC4=O)c2=O)C(=O)CC(C)(C)C3)cc1 (centres undefined)
→ -1%, 7%, 5%, -8%, 0%, 0%, 2%, -21%, 1%
- CCOc1cccc(-c2c(C(=O)N/N=C/c3ccco3)nnn2-c2nonc2N)c1
→ 13%, 20%, 2%, -1%, -4%, -2%, 7%, 10%, -1%
- Oc1ccc(CNc2ccccc2F)c2cccnc12
→ ?, ?, ?, -2%, ?, ?, 21µM*!, ?, -4%&-7%
- COC(=O)[C@@]12C[C@@H](CC(=O)N3CCN(C(=O)C4CC4)CC3)C(=O)N(Cc3ccc4c(c3)OCO4)C1=CCC(C)(C)C2
→ -27%, -8%, -2%, -18%, 3%, ., ?, 18%, .
- CCOC(=O)c1sc2nccc(N(C)C)c2c1N=CN(C)C
→ 14%, 10%, 18%, 13%, 17%, 1%, 19%, -2%, -12%
- COc1cc(NC(=O)CCN2CCOCC2)cc(OC)c1
→ 0%, 3%, 0%, -2%, 4%, -8%, 8%, 23%, -18%
- O=S(=O)(CCN1CCN(C(c2ccccc2)c2ccccc2)CC1)C(F)(F)F
→ -1%, 18µM*, ?, -18%, 1%, ?, -4%, 0%, -6%
- CCOC(=O)Cc1cnc(NC(=O)CSc2nc(C(C)C)cc(=O)[nH]2)s1
→ -8%, -2%, 2%, -19%, 3%, -58%[inhibitor], -5%, -2%, 3%

Quoted at random: 2 compounds from above
The line under a structure holds: KB-V1 cytotox, HT1080 IDH1KD tx, HT1080NT lethal, TDP43 rescue, GLP1R cytotox, SW480 rereplic, KB-3-1 cytotox, GLP-1R inv ag, GLP-1R agonist
- COc1ccc(-n2c3c(cc(C(=O)NC4CCSC4=O)c2=O)C(=O)CC(C)(C)C3)cc1 (centres undefined)
→ -1%, 7%, 5%, -8%, 0%, 0%, 2%, -21%, 1%
- CCOc1cccc(-c2c(C(=O)N/N=C/c3ccco3)nnn2-c2nonc2N)c1
→ 13%, 20%, 2%, -1%, -4%, -2%, 7%, 10%, -1%

Next records
The line under a structure holds: KB-V1 cytotox, HT1080 IDH1KD tx, HT1080NT lethal, TDP43 rescue, GLP1R cytotox, SW480 rereplic, KB-3-1 cytotox, GLP-1R inv ag, GLP-1R agonist
- COC(=O)c1ccc(C(=O)OC)c(NC(=O)CCc2ccc(C)o2)c1
→ -23%, 3%, 6%, 20%, 52%[activator], -10%, 13%, -21%, 3%
- CCOC(=O)c1c(C)[nH]c(C(=O)Cn2nnc(-c3ccc(Cl)cc3)n2)c1C
→ -23%, -1%[9.24 µM], -4%, 0%, -1%, ?, -5%, -5%, -2%
- COc1ccc(N2C(=O)CCC(C(=O)N(C)CCc3ccccn3)C2c2ccc(OC)c(OC)c2)cc1 (centres undefined)
→ -8%, -6%, -2%, ., 1%, -14%[1.84 µM], -11%, -13%, -2%
- COc1cc(NC2c3ncccc3C(=O)N2Cc2ccco2)cc(OC)c1OC (centres undefined)
→ -15%, 0%, 1%, -25%, 12%, 1%, -6%, 15%, 20%
- Cc1ccc(-c2cnc3c(Nc4cccc(OC(F)(F)C(F)F)c4)nccn23)cc1
→ 1%, ?, 20%, 9%, -10%, ., 0%, ?, 2%
- COC(=O)c1c(C)[nH]c(/C=N/Nc2ccccc2)c1C
→ -27%, -22%, -7%, -6%, 0%, ?, 3%, 10µM*, 25%
- CCOC(=O)C1=CCN(S(=O)(=O)c2ccc(C)cc2)C1c1cccc(Cl)c1 (centres undefined)
→ ?, ?, -29%, 7%, 5%, ., ?, ?, -3%
- CCN(C(=O)Cc1ccc(Br)cc1)C1CCCCC1
→ -26%, -1%, -1%, ?, -6%, 16%, -29%, ?, 6%
- Cn1c(CCNC(=O)c2ccccc2Cl)n[nH]c1=S
→ 20%, 19%, 20%, -11%, 15%, -1%, 10%, 7%, 1%
- C=CCNC(=S)N1CCC(C(N)=O)CC1
→ 1%, 6%, 0%, 1%, 0%[7.66 µM], -4%, -3%, 12%[7.66 µM], -1%
- Cc1ccc(C(=O)NC(C)(COc2nonc2C)COc2nonc2C)cc1
→ ?, -22%, 7%, 0%, ?, -6%, -16%, ?, 6%
- Cc1ccc(C(O)CN2C3=NCCCN3c3ccccc32)cc1 (centres undefined)
→ -14%, ?, -27%, 0%, 2%, 4%, 0%, -25%, 2%
- COC(=O)c1ccc(S(=O)(=O)N(Cc2ccccc2)Cc2ccccc2)n1C
→ ?, 3%, -4%, 11%, -1%, 2%, 2%, 16%, 4%
